From PubChem BioAssay
Pf growth 48h = Primary qHTS for delayed death inhibitors of the malarial parasite plastid, 48 hour incubation; P. falciparum luciferase growth in erythrocytes, 48 h; Potency, µM (series often up to 28.7 µM), for the others: top-dose activity change, negative = inhibition, hits mostly inhibitors; actives 5.9% (n = 310,000); also: potency is read from the fitted curve at half-maximal effect; % is scaled to controls: 0 for no effect and ±100 for the full control effect
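A one-generation exposure of luciferase-tagged malaria parasites in RPMI 1640/Albumax erythrocyte culture, 37 C and 5% CO2. Inhibition is inferred from decreased luminescence after adding detection reagent.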
CHX counter = Cycloheximide Counterscreen for Small Molecule Inhibitors of Shiga Toxin; actives 12% (n = 300,000); max response, %; cell reporter, cycloheximide protein synthesis inhibition counterscreen; in the data active = max response mostly above about 13%, no sharp cut-off; inactive = mostly below about 14%; also: read at 38.3 µM for the half of the compounds with a filed dose; 0% is about no effect
AmpC inh no detg = qHTS Inhibitors of AmpC Beta-Lactamase (assay without detergent); P00811; AmpC nitrocefin hydrolysis, absorbance 480 nm, 0.0001% Triton; Potency, µM (top dose mostly 57.1 µM), inactives show at the highest dose activity change, negative = inhibition, hits mostly inhibitors; actives 0.52% (n = 330,000); AID 485341, 2010;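 also: potency is read from the fitted curve at half-maximal effect; plate controls were no compound for no effect and no enzyme for full effect; nearly all actives have a fitted effect of over 20% in size; some results filed as inactive show a strong effect at the top dose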
Target sequence (P00811 whole entry, looked up): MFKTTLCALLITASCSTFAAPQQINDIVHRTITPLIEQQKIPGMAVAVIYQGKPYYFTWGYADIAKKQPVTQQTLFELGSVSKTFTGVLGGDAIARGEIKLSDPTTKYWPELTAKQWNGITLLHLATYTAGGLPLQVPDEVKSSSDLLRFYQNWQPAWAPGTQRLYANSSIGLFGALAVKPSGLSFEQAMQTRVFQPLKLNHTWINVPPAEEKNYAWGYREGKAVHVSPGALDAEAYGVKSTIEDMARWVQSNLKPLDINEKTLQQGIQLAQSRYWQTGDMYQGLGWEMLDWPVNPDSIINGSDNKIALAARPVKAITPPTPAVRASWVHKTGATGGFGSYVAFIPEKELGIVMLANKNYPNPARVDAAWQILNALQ
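20 mM phosphate pH 7.0 + 0.01% (detergent screen) or 0.0001% Triton X-100; 5.3 nM AmpC reagent; cpd preinc 15 min RT; nitrocefin (800 uM stock) to start; A480 q20 s × 4 min; Activity was normalised to no-enzyme and no-compound control wells.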
Tb PYK inh = qHTS of Trypanosoma Brucei Inhibitors. pyruvate kinase (Trypanosoma brucei), Q57TT1. TbPYK enzyme, Kinase-Glo Plus ATP luminescence, 45 min. Potency, µM (titrated, usually from 76.8 µM), for inactives: at the highest dose activity, negative = inhibition, hits mostly inhibitors. actives 0.12% (n = 410,000). AID 624173, 2012; also: potency is read from the fitted curve at half-maximal effect; % is scaled to controls: 0 for no effect and ±100 for the full control effect; nearly all actives have a fitted effect of over 50% in size
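ADP (130 uM final) triggers the TbPYK reaction after compound addition; incubation is 45 min at room temperature. Kinase-Glo Plus is then added and luminescence imaged. Normalized data are fitted to concentration-effect curves.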
Shiga toxin inh = A qHTS for Small Molecule Inhibitors of Shiga Toxin. Vero cells, Shiga toxin protein synthesis inhibition reporter. inhibition, % at 38.7 µM. actives 9.2% (n = 290,000); in the data active = inhibition mostly above about 28%, no sharp cut-off; inactive = mostly below about 43%; also: 0% is about no effect
Pf growth 96h = Primary qHTS for delayed death inhibitors of the malarial parasite plastid, 96 hour incubation | actives 6.9% (n = 320,000) | P. falciparum luciferase reporter growth, 96 h | Potency, µM (doses to about 28.7 µM), inactives show at the top dose activity change, negative = inhibition, usual class: inhibitors; also: potency is read from the fitted curve at half-maximal effect; % is scaled to controls: 0 for no effect and ±100 for the full control effect
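Two parasite generations (96 h, 37 C, 5% CO2) of compound exposure in infected erythrocytes (0.05% parasitemia, 2% hematocrit). Luciferase-reporter P. falciparum; decreased luminescence indicates inhibited growth, aimed at apicoplast-acting delayed death.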
LmPK inh = qHTS Assay for Inhibitors of Leishmania Mexicana Pyruvate Kinase (LmPK). purified LmPK, Kinase-Glo ATP luminescence, 1 h. Potency, µM (highest dose often 57.5 µM), for inactives: top-dose activity change, negative = inhibition, hits mostly inhibitors. actives 0.37% (n = 290,000). AID 1721, 2009; also: potency is read from the fitted curve at half-maximal effect; % is scaled to controls: 0 for no effect and ±100 for the full control effect
Target sequence (Q27686 whole entry, looked up): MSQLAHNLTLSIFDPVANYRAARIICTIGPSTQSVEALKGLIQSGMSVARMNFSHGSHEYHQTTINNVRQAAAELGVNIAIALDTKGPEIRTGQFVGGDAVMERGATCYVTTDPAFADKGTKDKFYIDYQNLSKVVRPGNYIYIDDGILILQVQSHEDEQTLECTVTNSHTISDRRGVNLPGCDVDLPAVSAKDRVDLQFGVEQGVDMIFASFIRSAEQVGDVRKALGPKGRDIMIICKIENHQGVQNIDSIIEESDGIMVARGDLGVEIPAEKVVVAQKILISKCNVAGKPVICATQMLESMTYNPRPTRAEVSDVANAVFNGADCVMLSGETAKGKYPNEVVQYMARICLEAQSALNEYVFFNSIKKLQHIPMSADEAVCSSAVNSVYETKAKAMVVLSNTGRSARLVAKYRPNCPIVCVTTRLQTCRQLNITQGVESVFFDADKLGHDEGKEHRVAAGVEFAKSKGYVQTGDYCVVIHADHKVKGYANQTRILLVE
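ATP generated from ADP (0.1 mM) and PEP (0.5 mM) by 0.1 nM LmPK over 1 h at room temperature (pH 7.2 imidazole buffer) was detected by coupled luciferase luminescence. Values were normalized to uninhibited and no-enzyme wells.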
An asterisk follows results filed as active; ? = inconclusive; · = no result given; [ ] = remark or other dose. Unless noted, calls follow the shape of the dose curve; as a rule, active = well fitted curve in the direction sought with a large enough effect; inconclusive = small, poorly fitted or top-dose-only effect, or another doubt; inactive = no such curve, though single readings can be large; an effect the other way counts as inactive or inconclusive.

#1 O=C(NCc1nc2ccccc2[nH]1)C1=C[C@@H](c2ccccc2)C[C@@H](OCc2ccc(CO)cc2)O1
#2 CCOC(=O)c1c(C)[nH]c(C(=O)OCC(=O)Nc2ccc(OCC)cc2)c1C
#3 Cc1cc(C)nc(N2CCCC(C(=O)Nc3nnc(C)s3)C2)n1 (centres undefined)
#4 Cc1ccc(-n2c(O)c(C=NC3CCS(=O)(=O)C3)c3ccccc3c2=O)cc1C (centres undefined)
#5 O=[N+]([O-])c1ccc(N2CCN(S(=O)(=O)c3ccccc3[N+](=O)[O-])CC2)cc1N1CCc2ccccc2C1
#6 CC(C)c1ccc(/C=C/C(=O)Nc2nncs2)cc1
#7 COc1ccc(NCc2ccc(OC)c(OC)c2)cc1
#8 CCOC(=O)c1sc(=NC(=O)c2ccc(C)cc2)n(C)c1C

Assay by compound | 1 | 2 | 3 | 4 | 5 | 6 | 7 | 8
Pf growth 48h | ? | 37% | 26% | -11% | 3% | 127%[activator] | ? | 283%[activator]
CHX counter | 6 | 6 | -4 | -3 | -3 | 49* | 15 | 52*
AmpC inh no detg | 0% | -25% | -6% | 24% | -6% | -34% | -8% | -11%
Tb PYK inh | -6% | 3% | -4% | -4% | 1% | -8% | · | 2%
Shiga toxin inh | 4 | 7 | -25 | -5 | -4 | 33* | 17 | 71*
Pf growth 96h | -16% | · | · | · | -12% | 68%[activator] | 70%[activator] | 247%[activator]
LmPK inh | 10% | 5% | -4% | 8% | 0% | -9% | 1% | 11%

#9 CCN1CCc2c(sc(NC(=O)Nc3ccc(Cl)c(Cl)c3)c2C(N)=O)C1
#10 CCOc1ccc(CC(=O)N2CCC3(CC2)NCCc2[nH]cnc23)cc1
#11 OC[C@@H](O)C1OC2NC(=S)OC2C1O (some centres undefined)
#12 O=C(O)/C=C/c1cccc(NC(=O)Nc2ccc([N+](=O)[O-])cc2)c1
#13 COc1ccccc1N=CC1=C(O)CC(c2ccccc2)CC1=O (centres undefined)
#14 COc1cc(C=Nc2c(C)cc(C)cc2C)ccc1OC(C)=O
#15 COCCNCCCCOc1ccccc1-c1ccccc1
#16 COc1cc2ccccc2cc1C(=O)N1CCCCC1

Assay by compound | 9 | 10 | 11 | 12 | 13 | 14 | 15 | 16
Pf growth 48h | 12µM* | 8% | 16% | 4% | 13% | 5% | ? | 21%
CHX counter | -5 | 5 | -2 | 0 | 3 | 2 | 8 | ·
AmpC inh no detg | 46% | -2% | 1% | -21% | -35% | 8% | 13% | -16%
Tb PYK inh | -13% | 6% | 27% | -6% | -16% | 6% | 26% | 3%
Shiga toxin inh | -6 | -6 | 3 | -6 | 7 | -12 | 5 | ·
Pf growth 96h | 27% | 29% | 40%[activator] | 26% | 13µM* | -2% | 35%[activator] | 5%
LmPK inh | -1% | 1% | 1% | -2% | -1% | 2% | -5% | ·

#17 CC1=CC(C)(C)N(C(=O)CSc2nnc(N)s2)c2cc(C)c(C)cc21
#18 COC(=O)C1=C(c2ccc(F)cc2OCc2ccccc2)C[C@@H]2CC[C@H]1N2C
#19 CN(Cc1cccc(F)c1)C(=O)C(c1ccccc1)c1ccccc1
#20 COCCN(C(=O)CN1CCCc2ccccc21)c1c(N)n(Cc2ccccc2)c(=O)[nH]c1=O
#21 CNC(=S)NNC(=O)c1cccc(N(C)C)c1
#22 Cc1ccc(NC(=O)c2ccc3c(c2)CCN3S(C)(=O)=O)cc1C
#23 O=C(Nc1cccnc1)c1ccc(Cl)c(S(=O)(=O)N2CCOCC2)c1
#24 Cc1ccc(S(=O)(=O)c2nc(-c3ccccc3)oc2NCCN2CCOCC2)cc1

Assay by compound | 17 | 18 | 19 | 20 | 21 | 22 | 23 | 24
Pf growth 48h | -5% | ? | -8%[0.00184 µM] | 32%[activator] | -3% | 59%[activator] | -26% | -25%
CHX counter | -2 | · | -3 | -2 | -1 | 29* | -5 | -2
AmpC inh no detg | -5% | 33% | -10% | -5% | -3%[2.29 µM] | -13% | -2% | 210%[activator]
Tb PYK inh | 5% | 7% | -6% | 3% | 4% | 0% | -2% | -11%
Shiga toxin inh | -14 | · | -5 | 10 | -2 | 31* | -8 | -6
Pf growth 96h | ? | ? | ? | 16% | 19% | 0% | -23% | ·
LmPK inh | 8% | · | -3% | 4% | 0% | 1% | -1% | 0%

#25 c1ccc(NNC2=NCCCCC2)cc1
#26 CCNS(=O)(=O)c1cc(OC)ccc1OC
#27 O=C(c1ccc(S(=O)(=O)c2ccccc2)cc1)N1CCCCCC1
#28 COc1cccc(CC2(CO)CCCN(Cc3cnn(-c4ccccc4)c3)C2)c1 (centres undefined)
#29 CCC(C)N1C(=O)NC(=O)C2(Cc3cc(C)ccc3N(C)C2)C1=O (centres undefined)
#30 Cc1occc(=O)c1OCc1ccc(Cl)cc1Cl
#31 Cc1cc(Cl)ccc1NNC(=O)c1snnc1C
#32 COc1ccc(CN2CCN(Cc3ccccc3F)CC2)cc1

Assay by compound | 25 | 26 | 27 | 28 | 29 | 30 | 31 | 32
Pf growth 48h | 34%[activator] | · | -26% | ? | ? | 26% | 0% | 19%
CHX counter | 17 | 1 | -1 | -3 | -3 | 1 | 1 | -1
AmpC inh no detg | -24% | -8% | -7% | 35% | -2% | 2% | -22% | -5%
Tb PYK inh | 0% | · | -4% | -18% | 6% | 3% | 4% | 8%
Shiga toxin inh | 4 | -13 | 2 | -8 | -5 | -7 | -2 | -8
Pf growth 96h | 37%[activator] | ? | 47%[activator] | 374%[activator] | ? | 26% | 6% | 24%
LmPK inh | -3% | 3% | 3% | 3% | 1% | -1% | 7% | -5%

#33 COc1ccc(-c2cc(-c3ccccc3)nc(SC(C)C(=O)O)c2C#N)cc1 (centres undefined)
#34 CCCCN(C1CCS(=O)(=O)C1)S(=O)(=O)c1cccs1 (centres undefined)
#35 Cc1ccc(OCCNC(=O)c2cccc(C)c2)cc1
#36 CC(=O)Nc1cccc(CP(=O)(c2ccccc2)c2ccccc2)c1
#37 NS(=O)(=O)c1cccc(NC(=O)Nc2ccc(Cl)cc2)c1
#38 CC(=O)c1sc(Nc2ccccn2)nc1C
#39 O=C1CC(c2ccc(O)c(O)c2)Oc2cc(O)cc(O)c21 (centres undefined)
#40 COc1ccc(CNC(=O)CSCc2ccccc2Cl)cc1

Assay by compound | 33 | 34 | 35 | 36 | 37 | 38 | 39 | 40
Pf growth 48h | -29% | ? | -17% | -4% | -13% | 15% | 35%[activator] | 26%
CHX counter | -3 | · | 10 | -2 | 36* | 25 | -2 | 62*
AmpC inh no detg | ? | -3% | -27% | -1% | 14µM* | -41% | -36% | -50%
Tb PYK inh | -15% | -7% | -14% | 3% | -1% | -2% | -22% | -6%
Shiga toxin inh | -7 | · | 8 | 15 | 87* | 27 | 19 | 66*
Pf growth 96h | ? | 4% | ? | -7% | 16% | -31% | ? | -9%
LmPK inh | -1% | · | 8% | -3% | -1% | 0% | 8% | 1%

#41 Cc1cc(C)n(-c2ncc(-c3ccccc3)nn2)n1
#42 O=S(=O)(c1ccc2nc(Cc3ccccc3)[nH]c2c1)N1CCOCC1
#43 CC(=NCCC1=CCCCC1)c1c(O)[nH]c(=O)[nH]c1=O
#44 COc1ccc(-c2cc3c(=O)n(CC(=O)NCc4cccnc4)nc(C)n3n2)cc1
#45 O=C(/C=C/c1ccccc1)C1C(=O)c2ccccc2C1=O
#46 N#CC1(NC(=O)COC(=O)/C=C/c2ccc3ccccc3n2)CCCCC1
#47 COc1ccc(C2C(C(=O)O)c3ccccc3C(=O)N2C)cc1Br (centres undefined)
#48 C=CCn1cccc(C(=O)Nc2ccc(C)c(Cl)c2)c1=O

Assay by compound | 41 | 42 | 43 | 44 | 45 | 46 | 47 | 48
Pf growth 48h | · | ? | 6% | 77%[activator] | 8% | 0% | 13% | 32%[activator]
CHX counter | 57* | 1 | -1 | 27 | 33* | 2 | 0 | 13
AmpC inh no detg | -7% | -18% | -7% | 41% | -12% | -18% | -20% | -6%
Tb PYK inh | -2% | -1% | -5% | -3% | -19% | -6% | -5% | 9%
Shiga toxin inh | 90* | -17 | -11 | 23 | 42* | 9 | 7 | 23
Pf growth 96h | ? | ? | 3%[5.75 µM] | ? | 4% | ? | -1% | 50%[activator]
LmPK inh | -4% | -2% | 0% | 2% | -7% | -6% | 6% | 3%

#49 Cc1ccc(S(=O)(=O)N2CCOCC2)cc1NC(=O)COC(=O)Cc1ccsc1
#50 CCCNC(=S)N1CCN(c2nc(C)nc3sc4c(c23)CCCC4)CC1
#51 COc1ccc(S(=O)(=O)N2CC(C)N(C(=O)N(C)C)C2C(C)C)cc1 (centres undefined)
#52 CC1(C)CC(=O)c2cc(C(=O)NC3CCSC3=O)c(=O)n(-c3ccccc3)c2C1 (centres undefined)
#53 COc1ccc(-n2c(N)c(C(=O)NCC3CCCO3)sc2=S)cc1 (centres undefined)

Assay by compound | 49 | 50 | 51 | 52 | 53
Pf growth 48h | 10% | ? | 3% | ? | -3%
CHX counter | -3 | 1 | -4 | -7 | -4
AmpC inh no detg | -3% | 36% | 4% | 22% | -32%
Tb PYK inh | 4% | -21% | 1% | 5% | -2%
Shiga toxin inh | -20 | -13 | -4 | -16 | 18
Pf growth 96h | -12% | -6% | 12% | -10% | ·
LmPK inh | 4% | 6% | 2% | 7% | -4%

Of the compounds above, 7 have a Cl atom:
#9 CCN1CCc2c(sc(NC(=O)Nc3ccc(Cl)c(Cl)c3)c2C(N)=O)C1
#23 O=C(Nc1cccnc1)c1ccc(Cl)c(S(=O)(=O)N2CCOCC2)c1
#30 Cc1occc(=O)c1OCc1ccc(Cl)cc1Cl
#31 Cc1cc(Cl)ccc1NNC(=O)c1snnc1C
#37 NS(=O)(=O)c1cccc(NC(=O)Nc2ccc(Cl)cc2)c1
#40 COc1ccc(CNC(=O)CSCc2ccccc2Cl)cc1
#48 C=CCn1cccc(C(=O)Nc2ccc(C)c(Cl)c2)c1=O

Assay by compound | 9 | 23 | 30 | 31 | 37 | 40 | 48
Pf growth 48h | 12µM* | -26% | 26% | 0% | -13% | 26% | 32%[activator]
CHX counter | -5 | -5 | 1 | 1 | 36* | 62* | 13
AmpC inh no detg | 46% | -2% | 2% | -22% | 14µM* | -50% | -6%
Tb PYK inh | -13% | -2% | 3% | 4% | -1% | -6% | 9%
Shiga toxin inh | -6 | -8 | -7 | -2 | 87* | 66* | 23
Pf growth 96h | 27% | -23% | 26% | 6% | 16% | -9% | 50%[activator]
LmPK inh | -1% | -1% | -1% | 7% | -1% | 1% | 3%
